Source: PubChem BioAssay (several laboratories)
NOD2 inhibition – NOD2 signaling inhibitors, cell-based, luminescence, uHTS, HEK293 (AID 1566) | inhibition, % at 4 µM, or EC50 in µM where a hit was titrated | 290,000 compounds, 0.63% hits | HEK293 NOD2/NF-kB luciferase reporter, luminescence; higher % means a stronger effect; also: many of its hits are not listed in these tables
SIAH1 antagonists – Siah-1 peptide-binding antagonists, primary screen, biochemical, fluorescence polarization, rhodamine-plectin, uHTS (AID 1817); Siah-1 / rhodamine-plectin peptide fluorescence polarization; higher % means a stronger effect; displacement, % at 20 µM; hits with a dose series show IC50 in µM; 290,000 compounds, 0.02% hits;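 active = displacement of at least 50% at 20 µM, with a fluorescence ratio check between 0.3 and a set limit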;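 also: plate controls were Siah plus tracer with DMSO for no effect and tracer alone without Siah for full effect; strong numbers were not always called active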
M1AAP inhibition – malaria alanyl aminopeptidase activity blockers – biochemical, fluorogenic H-Leu-NHMec substrate, 1536-well (AID 1445); recombinant M1AAP, H-Leu-NHMec fluorogenic kinetic assay; higher % means a stronger effect; inhibition, % at 30 µM, or IC50 in µM where a hit was titrated; 220,000 compounds, 0.42% hits;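 active = primary inhibition above the hit cutoff, then over 50% inhibition at one or more dose response concentrations, cut at about 23% in these data, passing the limit was not always enough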;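 also: plate controls were DMSO full reaction for no effect and no enzyme background for full effect; strong numbers were not always called active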
Hep lipid drop – modulators of hepatic lipid droplet formation. AML12 mouse hepatocytes, oleate lipid droplets, BODIPY imaging. inhibition, % at 6.5 µM. 240,000 compounds, 0.4% hits;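 active = lipid droplet intensity inhibited by at least 50%, with more than 500 cells counted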
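Assay system: AML12 mouse liver cells | Compound dosing: One dose, 6.5 µM compound | Read-out basis: Droplet intensity reduction, % inhibition | Measured by: Fluorescence imaging, 20x objective, two fields per well | Schedule: Overnight treatment with compound plus oleate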
LYP phosphatase – PTPN22 lymphoid phosphatase activity blockers – biochemical, fluorescence intensity, uHTS (AID 1779) | recombinant LYP phosphatase, fluorescence intensity; higher % means a stronger effect | inhibition, % at 11.5 µM, or IC50 in µM where a hit was titrated | 290,000 compounds, 0.054% hits;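 also: plate controls were vehicle with enzyme for no effect and no enzyme for full effect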
M17LAP inhibition – P. falciparum M17LAP inhibitors, primary screen, biochemical, fluorogenic H-Leu-NHMec substrate, 1536-well (AID 1619). recombinant M17LAP, H-Leu-NHMec fluorogenic kinetic assay; higher % means a stronger effect. inhibition, % at 30 µM, or IC50 in µM where a hit was titrated. 220,000 compounds, 0.38% hits;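 active = compound inhibiting the enzyme by more than half at any dose during confirmatory dose-response retesting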;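 also: plate controls were full reaction with DMSO carrier for no effect and no enzyme background for full effect; strong numbers were not always called active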
AID2073 – inhibitors of Mint1-CaV2.2 protein interaction, biochemical, HTRF (AID 2073). HTRF protein-protein interaction, Mint1-CaV2.2; higher % means a stronger effect. inhibition, % at 20 µM; hits with a dose series show IC50 in µM. 290,000 compounds, 0.19% hits; in the data active = inhibition mostly above about 51%, no sharp cut-off; also: some results filed as inactive read as strong as hits
CSM14.1 death rescue – rescue of cells from ER stress-induced death, primary screen, 384-well, CSM14.1, thapsigargin, ATP luminescence (AID 1222); CSM14.1 thapsigargin-induced death rescue, ATP luminescence; higher % means a stronger effect; cellular ATP content (survival), % at 20 µM; hits with a dose series show EC50 in µM; 190,000 tested, under 10 active;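 active = EC50 below 50 µM in the dose-response confirmation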;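 also: death triggered by thapsigargin at about 15 µM added after 2 h compound pretreatment; cell ATP read after overnight thapsigargin exposure of roughly 18 to 22 hours; normalized against plate controls of thapsigargin alone and 5% DMSO vehicle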
XIAP displacement – XIAP antagonists, biochemical, IAP family, fluorescence polarization (AID 1018). XIAP BIR domain, fluorescence polarization peptide displacement; higher % means a stronger effect. displacement, % at 20 µM; hits with a dose series show IC50 in µM. 200,000 compounds, 0.007% hits; in the data active = displacement above about 50%; also: a part of the inactive calls stands beside numbers as strong as those of hits
Hep lipid drop cells 6.5 µM – further read-out of Hep lipid drop, marked with its call; cell count; measured here: cell count, cytotoxicity flag;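 cells counted across two imaged fields per well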
Numbers without * were called inactive; x = not tested or not shown. Rule as the data show it, unless noted: active = inhibition above about 50%; inactive = the rest.

SMILES	NOD2 inhibition	XIAP displacement	M17LAP inhibition	SIAH1 antagonists	Hep lipid drop	Hep lipid drop cells 6.5 µM	M1AAP inhibition	CSM14.1 death rescue	AID2073	LYP phosphatase
O=C(CCC1CCCCC1)Nc1c[nH]c(=O)[nH]c1=O	13%	-2.9%	12%	1%	x	x	10%	1.6%	-5%	-1%
O=C(Nc1ccccc1F)c1ccc(COc2ccc(Cl)cc2Cl)o1	12%	0.2%	0%	-4%	0	710	5%	-1.0%	8%	-8%
COc1ccccc1-n1c(N)c(C(=O)NCC2CCCO2)c2nc3ccccc3nc21 (stereo not drawn)	11%	-3.8%	-68%	28%	13	683	14%	-1.8%	-1%	-1%
Cc1cccc(C)c1NC(=S)N(CCCN1CCN(C)CC1)Cc1cccs1	-4%	-1.8%	0%	-2%	34	752	-1%	1.8%	0%	-1%
CCOc1ccccc1N1CCN(C/C=C/c2ccc(N(C)C)cc2)CC1	-24%	-5.1%	18%	0%	-3	722	8%	1.3%	-7%	-12%
COC(=O)c1c(C)nc2nonc2c1N	19%	-7.5%	-9%	-1%	-12	496	7%	-1.8%	20%	-3%
COC(=O)/C(N=Nc1c(C)n(C)n(-c2ccccc2)c1=O)=C(\C)O	4%	0.7%	20%	1%	26	521	4%	-1.1%	1%	6%
O=C(O)c1cc(-c2cccnc2)nc2ccccc12	13%	x	8%	-4%	-7	694	7%	x	-3%	-8%
Cc1ccc(C(=O)CSc2nnc(-c3ccncc3)n2C)cc1	3%	-2.1%	-1%	0%	10	773	1%	-1.8%	-18%	-4%
CCOC(=O)c1c(C)n(C)c2cc(-c3cccc(C(F)(F)F)c3)c(O)cc12	19%	-4.1%	-17%	7%	18	635	-1%	-1.0%	1%	-4%
CN(CC1CCCCO1)C(=O)c1cc(COc2ccc(F)cc2Cl)on1 (stereo not drawn)	-5%	x	x	-2%	-10	884	x	x	-5%	-10%
CCOc1cccc(N2C(=O)CC(N3CCN(c4nc5ccccc5s4)CC3)C2=O)c1 (stereo not drawn)	4%	-3.0%	0%	10%	7	793	-1%	-2.6%	2%	-6%
CN(/N=C/c1ccc2c(c1)OCO2)c1ccccc1	-38%	-11%	-5%	-10%	5	645	4%	-0.7%	15%	-2%
CCCNC(=O)C1CC(=O)N(c2ccc(OCC(=O)Nc3cccc(C)c3C)cc2)C1 (stereo not drawn)	16%	-5.1%	1%	-2%	0	585	6%	x	4%	2%
Cc1cccc(N2CCN(Cc3oc(CO)cc(=O)c3O)CC2)c1C	1%	-5.4%	8%	2%	28	813	3%	-1.1%	-1%	-8%

Next part (5 carried over from the part before).
SMILES	NOD2 inhibition	XIAP displacement	M17LAP inhibition	SIAH1 antagonists	Hep lipid drop	Hep lipid drop cells 6.5 µM	M1AAP inhibition	CSM14.1 death rescue	AID2073	LYP phosphatase
CN(CC1CCCCO1)C(=O)c1cc(COc2ccc(F)cc2Cl)on1 (stereo not drawn)	-5%	x	x	-2%	-10	884	x	x	-5%	-10%
CCOc1cccc(N2C(=O)CC(N3CCN(c4nc5ccccc5s4)CC3)C2=O)c1 (stereo not drawn)	4%	-3.0%	0%	10%	7	793	-1%	-2.6%	2%	-6%
CN(/N=C/c1ccc2c(c1)OCO2)c1ccccc1	-38%	-11%	-5%	-10%	5	645	4%	-0.7%	15%	-2%
CCCNC(=O)C1CC(=O)N(c2ccc(OCC(=O)Nc3cccc(C)c3C)cc2)C1 (stereo not drawn)	16%	-5.1%	1%	-2%	0	585	6%	x	4%	2%
Cc1cccc(N2CCN(Cc3oc(CO)cc(=O)c3O)CC2)c1C	1%	-5.4%	8%	2%	28	813	3%	-1.1%	-1%	-8%
COc1cccc(C2(O)CCN(C(=O)C3CCC3)CC2)c1	14%	-1.2%	2%	0%	x	x	5%	-0.3%	8%	-9%
COc1cccc(CNC(=O)C(C(=O)NCc2cccc(OC)c2)c2ncc(C(F)(F)F)cc2Cl)c1	10%	-2.5%	-3%	9%	9	683	2%	x	4%	2%
CCOc1ccc(NC(=O)CN(C)c2nnnn2-c2ccccc2)cc1OCC	12%	-6.9%	9%	1%	x	x	2%	0.9%	4%	-4%
N/C(CN1CCCC1=O)=N\OC(=O)c1ccc(Cl)c(Cl)c1	13%	-2.3%	0%	7%	5	678	1%	0.7%	43%	-8%
Cc1ccc(CCNC(=O)C2CCN(S(=O)(=O)c3ccc4nc5c(c(C(=O)O)c4c3)CCCC5)CC2)cc1	6%	x	x	7%	-17	689	x	x	16%	-7%
COC(=O)C1CSC(C(=O)OC)N1C(=O)Nc1ccc(Cl)c(Cl)c1 (stereo not drawn)	-7%	-4.6%	3%	-2%	14	685	5%	-0.1%	14%	-3%
O=C(CSc1nc(-c2ccccc2)cc(C(F)(F)F)n1)N1CCOCC1	-5%	-1.5%	9%	2%	-2	806	5%	1.1%	-22%	-3%
Nc1c(C(=O)Nc2nc3ccccc3s2)sc2nc(-c3cccs3)ccc12	-66%	-11%	-16%	1%	x	x	3%	-3.3%	18%	-4%
Cn1c(=O)c2sccc2n(CC(=O)NCCC2=CCCCC2)c1=O	-2%	x	x	2%	-6	714	x	x	26%	-8%
CC(OC(=O)CCCN1C(=O)c2ccccc2C1=O)C(=O)Nc1ncc(Cl)cc1Cl (stereo not drawn)	1%	-5.0%	16%	2%	x	x	2%	0.4%	10%	-5%
CC(=O)C1=C(O)C(=O)N(c2cc(C(C)(C)C)on2)C1c1ccc(Br)cc1 (stereo not drawn)	21%	-5.7%	27%	-2%	x	x	8%	0.3%	7%	4%
COc1cc(C)ccc1OCCOc1cc(C)ccc1Cl	0%	-5.1%	-2%	-2%	-38	702	7%	-0.8%	-12%	-4%
CN1CCN(S(=O)(=O)c2cc([N+](=O)[O-])ccc2Cl)CC1	-15%	-4.8%	11%	18%	0	752	-1%	2.9%	-6%	-7%
CCCCc1cc(C)c(S(=O)(=O)c2ccccc2C)c(=O)[nH]1	6%	x	x	3%	-5	874	x	x	12%	-1%
Cc1ccc(S(=O)(=O)c2c(C)nn(C(C)(C)C)c2OC(=O)C(C)(C)C)cc1	11%	1.2%	0%	-2%	x	x	-1%	-0.6%	-1%	4%

Filtered by structure, those above with an aryl methoxy group.
SMILES	NOD2 inhibition	XIAP displacement	M17LAP inhibition	SIAH1 antagonists	Hep lipid drop	Hep lipid drop cells 6.5 µM	M1AAP inhibition	CSM14.1 death rescue	AID2073	LYP phosphatase
COc1ccccc1-n1c(N)c(C(=O)NCC2CCCO2)c2nc3ccccc3nc21 (stereo not drawn)	11%	-3.8%	-68%	28%	13	683	14%	-1.8%	-1%	-1%
COc1cccc(C2(O)CCN(C(=O)C3CCC3)CC2)c1	14%	-1.2%	2%	0%	x	x	5%	-0.3%	8%	-9%
COc1cccc(CNC(=O)C(C(=O)NCc2cccc(OC)c2)c2ncc(C(F)(F)F)cc2Cl)c1	10%	-2.5%	-3%	9%	9	683	2%	x	4%	2%
COc1cc(C)ccc1OCCOc1cc(C)ccc1Cl	0%	-5.1%	-2%	-2%	-38	702	7%	-0.8%	-12%	-4%

(more compounds)
SMILES	NOD2 inhibition	XIAP displacement	M17LAP inhibition	SIAH1 antagonists	Hep lipid drop	Hep lipid drop cells 6.5 µM	M1AAP inhibition	CSM14.1 death rescue	AID2073	LYP phosphatase
c1ccc(-c2ncc(-c3ccn[nH]3)s2)cc1	-108%	-8.0%	-90%	6%	4	679	9%	-1.9%	14%	-11%
CCC(C)c1ccccc1OCC(=O)NN1C(=O)c2ccccc2C1=O (stereo not drawn)	0%	x	x	-3%	3	726	x	x	-6%	-10%
COc1ccc(C(=O)NNc2ccccc2)cc1OC	-58%	0.0%	-3%	0%	x	x	2%	-2.9%	-18%	-8%
Cc1nc2ncnn2c(C)c1Cc1ccc(Cl)cc1	16%	-8.1%	3%	1%	-2	721	2%	1.3%	-1%	-8%
Cc1ccc(OCC(=O)NC2CCCCCC2)cc1C	-21%	x	x	7%	8	822	x	x	5%	-2%
O=C1CCN(S(=O)(=O)c2ccc(Cl)cc2)CC1	9%	x	x	-5%	-3	846	x	x	3%	-15%
Cc1nnc(SC(C)C)n(N)c1=O	14%	-3.3%	-2%	0%	-14	727	-1%	0.1%	0%	1%
CC1(OC(=O)CCc2ccccc2)C(=O)C=C2C=C(c3ccc(C#N)cc3)N(C3CC3)C=C2C1=O (stereo not drawn)	12%	x	-4%	0%	-32	714	7%	x	-18%	-8%
COc1ccccc1CCC(=O)N1CCC(n2nccc2NC(=O)C2CCOC2)CC1 (stereo not drawn)	-1%	x	x	-4%	8	577	x	x	8%	-8%
CC(C)C(=O)Nc1ccc(NC(=O)c2cc3ccccc3o2)cc1	-24%	-12%	3%	1%	-18	613	4%	x	4%	2%
COc1ccc2c(c1OC)CN1CCc3cc4c(cc3[C@@H]1[C@@H]2O)OCO4	8%	-5.5%	22%	3%	-55	726	9%	8.6%	4%	-7%
COC(=O)Cn1c(=NC(=O)C(C)(C)C)sc2c(C)cc(C)cc21	2%	-7.6%	-4%	7%	-3	546	6%	-0.9%	4%	3%
CCCCOc1ccc(C(O)C(CN2CCOCC2)c2ccccc2)cc1 (stereo not drawn)	2%	x	-1%	7%	-14	769	2%	x	-3%	-6%
Cc1ccc(C2CC(c3cccs3)=NN2C(=O)CSC2=NN3CCCC(=O)N=C3S2)cc1 (stereo not drawn)	11%	-20%	4%	2%	-28	667	4%	-0.6%	37%	8%
COc1ccc(C(CC(=O)N2CCCC2)c2c(OC)cc(OC)c3c(-c4ccccc4)cc(=O)oc23)cc1 (stereo not drawn)	16%	x	-6%	31%	-2	656	4%	x	32%	2%
CCN=C1S/C(=C\c2ccc(OC)c(OCC)c2)C(=O)N1CC	22%	-2.6%	2%	2%	-5	634	-7%	-0.2%	2%	-4%
O=C(CCCc1ccccc1)Nc1nncs1	12%	-4.9%	-3%	5%	18	773	5%	-1.3%	0%	0%
COc1ccccc1-n1cnnc1SCC(=O)Nc1cccc(S(N)(=O)=O)c1	9%	x	x	-9%	-1	809	x	x	9%	-14%

A portion of the library, so the mix of outcomes need not match the whole.
